Source: PubChem BioAssay (several laboratories)
TR-FRET SRC-2 ct: flags TR-FRET format artefacts in PPARgamma SRC-2 recruitment agonist screen; TR-FRET artefact counter-screen; active compounds read high; TR-FRET ratio at 8 µM; 200,000 compounds, 0.4% hits; AID 1049; in the data active = TR-FRET ratio above about 2000; note: inactives centre near 1500
PPARg SRC-1 ag: PPARgamma-driven SRC-1 recruitment agonism. PPARgamma-SRC-1 coactivator recruitment biochemical assay. activation, % at 8 µM. 200,000 compounds, 0.41% hits. AID 631; in the data active = activation above about 19%;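 note: 0% = DMSO and 100% = reference agonist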
Target sequence (P37231 whole entry, looked up): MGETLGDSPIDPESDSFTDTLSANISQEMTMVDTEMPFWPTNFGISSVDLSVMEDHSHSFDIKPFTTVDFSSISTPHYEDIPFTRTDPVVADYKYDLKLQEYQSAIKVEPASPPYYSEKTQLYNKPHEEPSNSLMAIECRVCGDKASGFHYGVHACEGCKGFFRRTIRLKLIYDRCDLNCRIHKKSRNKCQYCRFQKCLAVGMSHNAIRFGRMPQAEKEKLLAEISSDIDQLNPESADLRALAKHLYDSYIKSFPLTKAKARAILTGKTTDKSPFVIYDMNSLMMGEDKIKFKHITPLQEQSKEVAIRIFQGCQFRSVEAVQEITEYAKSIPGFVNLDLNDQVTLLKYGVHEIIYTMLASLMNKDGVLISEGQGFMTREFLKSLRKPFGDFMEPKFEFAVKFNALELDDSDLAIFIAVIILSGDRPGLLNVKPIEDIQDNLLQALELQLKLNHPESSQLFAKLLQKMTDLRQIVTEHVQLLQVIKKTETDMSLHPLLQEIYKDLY
STAT3 inh: STAT3 signaling inhibition; inhibition, % at 5.5 µM; U3A cells, IL-6 STAT3-luciferase reporter, luminescence; host cell line lacks STAT1; 190,000 compounds, 0.89% hits;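 active = inhibition above the mean inhibition across all screened compounds plus 3 SD, cut at about 44% in these data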;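 note: 0% = DMSO only wells and 100% = 100 µM nifuroxazide control wells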
STAT1 blocker: inhibitors of IFN-gamma induced STAT1 signaling; NIH 3T3 STAT1-luciferase reporter, luminescence; AID 920; inhibition, % at 5.5 µM; 200,000 compounds, 0.35% hits;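 active = inhibition above a set limit, the mean inhibition across all tested compounds plus 3 SD, cut at about 34% in these data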;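 note: 0% = IFN-gamma with DMSO and 100% = IFN-gamma with 300 µM nifuroxazide; values of inactives mirror those of a sister screen read the other way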
ROMK primary: modulators of human ROMK potassium channel; Tet-inducible ROMK, thallium flux fluorescence; actives lie on both sides; B-score at 10 µM; 130,000 compounds, 2% hits; AID 1918;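 active = signal ratio slope over the read window, or its plate-corrected B-score, at least 3 SD from the plate mean, either direction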;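 note: B-score of the F/F0 ratio slope over 7 to 12 s after thallium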
Target sequence (P48048 whole entry, looked up): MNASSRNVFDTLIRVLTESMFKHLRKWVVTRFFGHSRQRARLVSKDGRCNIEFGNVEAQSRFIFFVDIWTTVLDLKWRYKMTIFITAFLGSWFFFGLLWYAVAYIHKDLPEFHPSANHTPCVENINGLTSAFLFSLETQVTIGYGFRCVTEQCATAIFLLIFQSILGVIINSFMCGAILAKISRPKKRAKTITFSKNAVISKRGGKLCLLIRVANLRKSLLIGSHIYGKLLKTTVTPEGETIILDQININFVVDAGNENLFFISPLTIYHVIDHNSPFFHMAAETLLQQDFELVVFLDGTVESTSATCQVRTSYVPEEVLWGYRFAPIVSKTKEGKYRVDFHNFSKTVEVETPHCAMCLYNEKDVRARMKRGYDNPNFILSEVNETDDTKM
STAT3 activator: increases IL-6 driven STAT3 reporter signal; 190,000 compounds, 0.91% hits; activation (% of control), % at 5.6 µM; AID 871; U3A cells, IL-6 STAT3-luciferase reporter, luminescence; 100% = signal with IL-6 EC80 alone;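 active = activation above the screen-wide mean of compound activation plus 3 SD, cut at about 130% in these data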;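 note: 0% = background luminescence of wells with medium and substrate only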
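Test system: STAT3-luciferase reporter U3A cells; Detection: reporter luminescence signal; Times: 1 h compound pre-exposure, 6 h IL-6 stimulation, 37 °C; Benchmarks: IL-6-only high control; Also added: IL-6 stimulus at 33 ng/mL final.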
PPARg SRC2 recr: promotes SRC-2 coactivator recruitment by human PPARgamma; P37231; PPARgamma LBD-SRC-2 recruitment, biochemical; activation, % at 8 µM; 200,000 compounds, 0.34% hits; in the data active = activation above about 22%;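 note: 0% = vehicle and 100% = reference agonist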
bIAP activator: intestinal alkaline phosphatase (bovine) activation; purified bovine IAP, CDP-star luminescence, 30 min; active compounds read high; fold of DMSO-control signal, blank-subtracted; activation factor at 20 µM; 200,000 compounds, 0.17% hits; AID 1016;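 active = activation factor of 2 or more at 20 µM, a signal rise over negative controls twice the positive control's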
bIAP inh: intestinal alkaline phosphatase (bovine) inhibition. purified bovine IAP, CDP-star luminescence, 30 min. inhibition, % at 20 µM. 190,000 tested, under 10 active;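 active = over 50% inhibition of intestinal alkaline phosphatase at 20 µM in the single-dose screen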
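Assay system: bovine IAP enzyme; medium: DEA buffer 100 mM, pH 9.8, with MgCl2 1.0 mM, ZnCl2 0.02 mM; doses: 20 µM single dose; incubation: enzyme reaction for 30 min at room temperature; detection: CDP-star luminescence signal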
TNAP act hiacc: increases human TNAP activity under high phosphate acceptor concentration; P05186; purified TNAP, CDP-star luminescence, 1 M DEA, 30 min; active compounds read high; 0 = EDTA background, 1 = DMSO-only activity; activation factor at 20 µM; 200,000 tested, under 10 active;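 active = activation factor at least 2 at 20 µM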
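system = human TNAP | amount = enzyme diluted 1/800 final | reagent = 100 µM CDP-star substrate | signal = luminescent substrate turnover signal | dosing = one dose, 20 µM | benchmarks = EDTA negative control, DMSO positive control | measure = activation factor | timing = 30 min reaction, room temperature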
PPARg SRC3 recr: agonists of human PPARgamma SRC-3 coactivator recruitment; biochemical PPARgamma/SRC-3 coactivator recruitment assay; activation, % at 8 µM; 200,000 compounds, 0.26% hits; AID 731; in the data active = activation above about 23%;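 note: 0% = DMSO and 100% = reference agonist; some compounds past the cut are filed as inactive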
* = called active by the depositor; / = not tested or not shown.

SMILES	TR-FRET SRC-2 ct	PPARg SRC-1 ag	STAT3 inh	STAT1 blocker	ROMK primary	STAT3 activator	PPARg SRC2 recr	bIAP activator	bIAP inh	TNAP act hiacc	PPARg SRC3 recr
Cc1cc(=O)[nH]c(SCc2csc(-c3ccccc3)n2)n1	1574	6	-10	-3	0.18	111	0	0.9	7	1	4
CC(C)c1ccccc1OCC(=O)NC1CCCc2ccccc21 (centres undefined)	1405	7	-12	7	/	114	-4	0.9	9	1	-6
CCS(=O)(=O)N1CCC(C(=O)NC2CCCCC2)CC1	1451	-2	2	-7	/	99	-3	1	3	1.1	-8
CCc1n[nH]c(=S)n1/N=C/c1ccccc1OCc1ccc(Cl)cc1	1943	9	7	-11	-0.014	96	3	0.9	15	1	-1
CCCCNC(=O)c1ccccc1NS(=O)(=O)c1ccc2c(c1)OCCO2	1458	-2	8	-6	/	97	4	0.9	8	1.1	7
Cc1ccc(Sc2nc3ccc(C)cn3c(=O)c2/C=N/O)cc1	1532	9	21	6	-1.2	88	-5	1	4	1	0
CS(=O)(=O)N1CC(C(=O)NC2CC2)Oc2ccc(Cl)cc21 (centres undefined)	1430	-21	2	-4	/	108	2	1	5	1	0
O=C(COC(=O)Cn1cnc2ccccc2c1=O)Nc1ccccc1Sc1ccc(Cl)cc1	1589	2	-12	-12	-0.15	111	7	0.8	17	1	3
Cc1cc(=O)[nH]c(SCc2cn3ccccc3n2)n1	1631	1	9	-2	0.68	99	9	1.1	-6	1	-5
CCc1ccc(C2=NN(C(=O)OC)C(O)(C(F)(F)F)C2)cc1 (centres undefined)	1540	2	69*	38*	/	48	6	1	0	1	6
Cc1ccc2c(c1)n([O-])c1c([n+]2=O)CCCC1	1644	3	5	-5	0.8	100	3	1	-1	1.1	7
COCCN(C(=O)CSc1nnc(-c2ccccc2F)n1C)c1c(N)n(Cc2ccccc2)c(=O)[nH]c1=O	1545	3	7	-7	0.94	96	-3	1	-1	1	0
Cc1cc(Cl)c(S(=O)(=O)NCCC(=O)O)cc1OCC(N)=O	1596	4	2	-2	0.59	101	14	0.9	9	1	2
Cc1ccc(CN2CC(C(=O)Nc3ccc(S(=O)(=O)Nc4cc(C)nc(C)n4)cc3)CC2=O)cc1 (centres undefined)	1446	-2	6	1	/	100	0	1	0	1	1
CS(=O)(=O)N1CCN(C(=O)c2ccc(Cl)s2)CC1	1495	-6	2	2	0.23	107	5	1.1	-9	1.1	3
Cc1ccc(NC(=O)c2ccccc2Cl)cc1-n1cnnn1	1309	-4	11	1	0.66	94	9	1	4	1.1	7
O=C(Nc1ccc(F)cc1)Nc1ccc(N2CCOCC2)c2nonc12	1682	3	-4	-31	0.44	108	-7	1	2	1	-2
Cc1ccc(-c2nnc(NC3CCCCC3)c3ccccc23)cc1S(=O)(=O)N1CCN(C)CC1	1505	2	-7	6	0.47	111	5	1.1	-12	1.1	-1
O=C(CNS(=O)(=O)c1ccccc1)NCC(=O)OCc1ccc(C(=O)c2ccccc2)cc1	1700	5	-5	-3	0.16	103	-10	1	3	1.1	6
Cn1ncc2c(NNC(=O)c3ccccc3Cl)ncnc21	1575	6	5	3	/	98	2	0.9	6	1	-3
Cc1cc(C)nc(NC2=NCC(=O)N2CCc2c[nH]c3ccccc23)n1	1535	2	11	2	/	95	-1	0.9	7	0.9	2
Cc1cc(/C(O)=C2\C(=O)C(=O)N(CCN(C)C)C2c2ccncc2)ccc1OCc1ccccc1 (centres undefined)	1620	8	-3	-4	1.2	98	5	0.9	15	1	-3
COc1ccc(C(=S)N2CCOCC2)cc1OS(=O)(=O)c1ccccc1[N+](=O)[O-]	1364	-11	1	-2	-0.36	102	-2	0.8	18	1	-2
Cc1ccc(-c2cc(C(=O)Nc3ccc(S(=O)(=O)Nc4nc(C)cc(C)n4)cc3)c3ccccc3n2)cc1	1410	-4	-1	5	1.3	102	5	1	-4	1	0

Gathered by group, the entries above with fluorine
SMILES	TR-FRET SRC-2 ct	PPARg SRC-1 ag	STAT3 inh	STAT1 blocker	ROMK primary	STAT3 activator	PPARg SRC2 recr	bIAP activator	bIAP inh	TNAP act hiacc	PPARg SRC3 recr
CCc1ccc(C2=NN(C(=O)OC)C(O)(C(F)(F)F)C2)cc1 (centres undefined)	1540	2	69*	38*	/	48	6	1	0	1	6
COCCN(C(=O)CSc1nnc(-c2ccccc2F)n1C)c1c(N)n(Cc2ccccc2)c(=O)[nH]c1=O	1545	3	7	-7	0.94	96	-3	1	-1	1	0
O=C(Nc1ccc(F)cc1)Nc1ccc(N2CCOCC2)c2nonc12	1682	3	-4	-31	0.44	108	-7	1	2	1	-2

More entries follow.
SMILES	TR-FRET SRC-2 ct	PPARg SRC-1 ag	STAT3 inh	STAT1 blocker	ROMK primary	STAT3 activator	PPARg SRC2 recr	bIAP activator	bIAP inh	TNAP act hiacc	PPARg SRC3 recr
Cc1cc([N+](=O)[O-])c(-c2ccc(/C=N/n3cnnc3)o2)cc1Cl	1594	3	12	1	-0.27	96	10	1	2	1	2
C[C@H]1CCC[C@]2(O[C@@H](CCO)C[C@H](O)[C@H]2O)O1	1519	-3	0	-2	0.4	98	7	0.7	31	1	0
COCCn1c(N)c(N(Cc2ccccc2)C(=O)Cc2c(Cl)cccc2Cl)c(=O)[nH]c1=O	1474	-6	-7	-2	0.63	110	-1	1	2	1.1	-1
COc1cc(C(=O)NCC(c2cccnc2)N2CCN(c3ccc(F)cc3)CC2)cc(OC)c1OC (centres undefined)	1548	9	-11	7	0.37	110	-4	1.1	-6	1	-4
NC1=NCC(O)=C1c1nc2ccccc2[nH]1	1534	8	20	22	-0.61	89	7	1.7	-66	1	3
Cc1ccc(NC(=O)c2cc(=O)c3ccccc3o2)cc1	1558	-2	-19	-24	0.43	122	-2	1	5	1	-4
CCOc1ccc(NC(C)C(=O)N/N=C/c2ccc([N+](=O)[O-])cc2)cc1 (centres undefined)	1483	10	0	-3	0.71	102	-1	0.9	10	1	0
O=C(CN(c1ccccn1)S(=O)(=O)c1ccccc1)N/N=C/c1cccc([N+](=O)[O-])c1	1342	-1	-8	8	/	102	-7	0.8	22	1	-8
O=C(Nc1ccc(-c2cn3ccccc3n2)cc1)c1cccs1	1740	11	20	-37	1	87	11	0.6	42	1	5
COc1cccc(-c2nc3ccc(O)cc3c(=O)o2)c1	1590	3	11	-13	-0.0064	94	5	1	3	1.1	3
CC(=O)Nc1ccc(S(=O)(=O)NCCSCc2cccc(Cl)c2)cc1	1344	4	9	11	-1	95	2	0.9	7	1	1
Cc1ccc(C(=O)NCc2ccc3c(c2)OCO3)cc1N1CCCC1=O	1349	4	13	-1	/	94	-4	0.9	6	1	-1

The last two entries of the section before come first, to join the parts.
SMILES	TR-FRET SRC-2 ct	PPARg SRC-1 ag	STAT3 inh	STAT1 blocker	ROMK primary	STAT3 activator	PPARg SRC2 recr	bIAP activator	bIAP inh	TNAP act hiacc	PPARg SRC3 recr
CC(=O)Nc1ccc(S(=O)(=O)NCCSCc2cccc(Cl)c2)cc1	1344	4	9	11	-1	95	2	0.9	7	1	1
Cc1ccc(C(=O)NCc2ccc3c(c2)OCO3)cc1N1CCCC1=O	1349	4	13	-1	/	94	-4	0.9	6	1	-1
Cc1cccc(OCC(=O)Nc2nc3ccc([N+](=O)[O-])cc3s2)c1C	1599	-2	16	2	/	96	-1	1	4	1	11
O=C(NC1CCN(C(=S)NCc2ccco2)CC1)C12CC3CC(CC(C3)C1)C2	1768	0	1	16	/	103	3	1	2	1	0
O=C(NCCCN1CCCC1=O)NC1CCCCC1	1435	0	-1	4	0.6	104	0	0.9	5	1	-6
O=C(Nc1cccnc1)c1cc(-c2ccco2)on1	1412	-1	5	2	0.29	98	-5	0.9	7	1	-2
Cc1nc2nc(CSc3ccc(Cl)cc3)cc(=O)n2[nH]1	1405	-1	15	-2	/	90	4	1	3	1	-10
O=C(N/N=C/c1ccc2cccnc2c1)c1ccco1	1667	5	55*	0	-0.078	58	4	0.9	5	1	4
C=CCN(C(=O)Nc1ccccc1)C1CC(=O)N(c2ccc(OC)cc2)C1=O (centres undefined)	1558	8	14	6	/	93	3	1	2	1	7
CCOc1ccc2c(c1)-c1c(ssc1=S)C(C)(C)N2C(=O)c1ccco1	1428	0	-4	-8	0.95	107	-10	0.8	16	0.9	0
CCOC(=O)c1ccc2[nH]c3ccccc3c2c1	1531	9	-18	-31	-0.77	116	4	1	-1	1	-1
NC(=O)C1CCN(S(=O)(=O)c2cccc(S(=O)(=O)N3CCCCC3)c2)CC1	1537	6	6	0	-0.46	98	3	1	5	1.1	5
CC(C)=CC(=O)Nc1nc2ccc([N+](=O)[O-])cc2s1	1413	-5	7	-91	-0.25	100	-2	1.1	-6	0.9	3
CC(=O)c1ccc2c3c(cccc13)C(=O)N(c1c(C)nn(C)c1C)C2=O	1639	7	-2	2	/	105	4	0.9	8	1.1	-8
Fc1ccccc1Cn1nnc2c(NCCc3ccccn3)ncnc21	1461	-4	10	7	/	97	8	1	1	1.1	-3
COc1ccc(NC(=O)c2cc(CN3C(=O)c4ccccc4C3=O)ccc2OC)cn1	1589	8	12	-1	1.7	92	-5	1	2	1	-10
CCCn1nnnc1NC(=O)COc1ccc(Cl)cc1C	1555	6	5	2	/	101	-2	0.9	7	1	9

Complete entries as entered above:
O=C(Nc1ccc(-c2cn3ccccc3n2)cc1)c1cccs1 is listed with TR-FRET SRC-2 ct = 1740; PPARg SRC-1 ag = 11; STAT3 inh = 20; STAT1 blocker = -37; ROMK primary = 1; STAT3 activator = 87; PPARg SRC2 recr = 11; bIAP activator = 0.6; bIAP inh = 42; TNAP act hiacc = 1; PPARg SRC3 recr = 5
COc1ccc(C(=S)N2CCOCC2)cc1OS(=O)(=O)c1ccccc1[N+](=O)[O-] is listed with TR-FRET SRC-2 ct = 1364; PPARg SRC-1 ag = -11; STAT3 inh = 1; STAT1 blocker = -2; ROMK primary = -0.36; STAT3 activator = 102; PPARg SRC2 recr = -2; bIAP activator = 0.8; bIAP inh = 18; TNAP act hiacc = 1; PPARg SRC3 recr = -2

Rows were taken by chance; 3.7% or so of the library scored in one or more.
